# XiGFP reactiv: X-chromosome reactivation activator; XiGFP mouse fibroblasts, % GFP-positive cells imaging, 3 d; cells co-treated with 5-aza-dC sensitizer; scaled so ellipticine positive control = 100%; activation, % at 7.58 µM; hit rate 0.055% among 360,000; AID 743238;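 active = mean normalized replicate activation at least 10% and every replicate at or above 10%; inconclusive = only one of the two criteria met; inactive = mean below 10% and not all replicates reach 10%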;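 note: 0% = median of on-plate neutral control wells and 100% = ellipticine 6 µM median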
#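 System: XiGFP fibroblasts, SV40-immortalized. Medium: DMEM plus 5-aza-dC sensitizer. Doses: single point. Timing: 3 d treatment, 15 min room-temperature fixation. Control set: ellipticine 6 µM.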
# ARNT TACC3 PPI: disruptors of human ARNT/TACC3 interaction. AlphaScreen His-ARNT PAS-B/GST-TACC3 binding, luminescence; TACC3 fragment carries E629A point mutation. inhibition, % at 9.99 µM. hit rate 0.66% among 390,000;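 active = mean inhibition of replicates at least 50% and at least half of replicates each reaching 50%; inconclusive = half or more replicates reach 50% but mean below 50%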;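 note: 0% = complete ARNT plus TACC3 wells and 100% = ARNT alone without TACC3; many hits fall short of the cut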
# DENV2 CPE: protects cells from dengue virus 2 cytopathic effect; hit rate 1.7% among 350,000; CPE inhibition, % at 9.99 µM; AID 651640; DENV2-infected cells, cytopathic effect rescue, plate reader; in the data active = CPE inhibition above about 20%, passing the limit was not always enough; inconclusive = no clear call, values can overlap the other calls; tested in BHK-21 cells;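 note: 0% = median of neutral control wells and 100% = median of positive control wells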
# PAX8 inh HTS: inhibitors of PAX8 transcriptional activity in RMG-I cells | RMG-I TPO-luciferase reporter, SteadyGlo, 24 h | hit rate 1.2% among 360,000 | AID 652154 | inhibition, % at 12.6 µM;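 active = mean replicate inhibition at least 60% with every replicate also reaching 60%; inconclusive = only one of the two criteria is met; inactive = mean below 60% and not all replicates reaching 60%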;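 note: luciferase light reporting Pax8 driven TPO promoter activity; plate controls were median of neutral control wells for no effect and mitoxantrone controls for full effect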
# EWS-Fli block: EWS/Fli transcriptional activity inhibition; A673 NR0B1-luciferase reporter, viability-normalised; inhibition, % at 12.6 µM; hit rate 0.67% among 350,000;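 active = mean inhibition of at least 50% after viability correction, with every replicate also passing that limit; inconclusive = mean reaches 50% but only one of two replicates passes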;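 note: firefly luciferase signal divided by Alamar Blue viability fluorescence both relative to DMSO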
# GSIS activator: primary screen for activators of insulin secretion dependent on glucose, INS-1E cells, GLuc reporter luminescence; INS-1E GLuc reporter insulin secretion, 2-3 h; activation, % at 16.6 µM; AID 743287; hit rate 0.61% among 370,000;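 active = lowest replicate activation of at least 40%, so every replicate reaches that level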;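 note: 0% = median of neutral control wells and 100% = median of IBMX positive control wells; some compounds called inactive have numbers as strong as hits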
# CFTR F508del cor: CFTR F508del correction in bronchial cells. activity (quench increase), % at 7.58 µM. CFBE cells, YFP halide quenching; stimulated with forskolin plus potentiator P3; % fluorescence drop versus neutral controls. hit rate 0.36% among 350,000;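 active = mean added fluorescence quench of at least 8% versus neutral control, with both replicates also reaching 8%; inconclusive = only one of the mean or replicate conditions met; inactive = mean below 8% and not both replicates reaching 8%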;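 note: cells transiently co-express mutant CFTR-F508del with the halide-sensitive YFP; corrector assay measuring rescue of mutant channel to the surface after 24 h compound exposure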
# ERp5 inh: ERp5 (human) disulfide isomerase inhibition | ERp5 insulin aggregation, absorbance 650 nm, 90 min | inhibition, % at 9.99 µM | hit rate 0.05% among 350,000 | Q15084;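 active = mean replicate inhibition above about 25%, with every replicate also reaching it, limit read from the data, passing the limit was not always enough; inconclusive = only one of those two criteria met; inactive = neither criterion met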
# Target sequence (Q15084 whole entry, looked up): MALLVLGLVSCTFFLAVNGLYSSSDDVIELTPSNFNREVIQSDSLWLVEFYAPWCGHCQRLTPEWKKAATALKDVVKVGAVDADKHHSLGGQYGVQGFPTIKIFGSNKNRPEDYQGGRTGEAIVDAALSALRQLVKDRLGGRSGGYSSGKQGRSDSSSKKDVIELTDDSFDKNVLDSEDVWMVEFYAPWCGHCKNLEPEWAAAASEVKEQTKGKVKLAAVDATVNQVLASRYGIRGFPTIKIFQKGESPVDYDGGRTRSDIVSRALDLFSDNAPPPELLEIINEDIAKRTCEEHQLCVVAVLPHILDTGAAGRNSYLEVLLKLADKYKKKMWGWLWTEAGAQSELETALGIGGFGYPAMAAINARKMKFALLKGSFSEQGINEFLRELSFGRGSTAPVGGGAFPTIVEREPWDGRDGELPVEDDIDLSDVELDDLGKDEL
# * marks the source's active call; other numbers are inactive results; ? = inconclusive; . = not tested or not shown.
SMILES,XiGFP reactiv,ARNT TACC3 PPI,DENV2 CPE,PAX8 inh HTS,EWS-Fli block,GSIS activator,CFTR F508del cor,ERp5 inh
COc1cccc(N2C(=O)CC(N3CCc4ccccc4C3)C2=O)c1 (stereo not drawn),0.2,1,0,28,8,-3,-0.6,-5
CC(C)=CCN1CCN(Cc2nc(-c3ccc(F)cc3)cs2)CC1CCO (stereo not drawn),0.0,1,-3,-3,-1,.,-0.8,2
CN(Cc1ccccc1F)Cc1cc(=O)oc2cc(O)c(Cl)cc12,0.0,-8,-5,-19,7,-14,0.0,4
C[C@@H]1CN([C@H](C)CO)C(=O)c2cccc(NC(=O)Nc3ccc4c(c3)OCO4)c2O[C@H]1CN(C)S(=O)(=O)c1ccccc1,-0.4,0,-8,-12,-8,24,0.2,-14
C[C@@H]1CN([C@@H](C)CO)C(=O)Cc2cc(NS(C)(=O)=O)ccc2O[C@@H]1CN(C)CC1CC1,0.3,-2,-4,-5,0,-4,-2.2,3
CCCN1CCC(=O)N([C@H](CSc2ccc(OC)cc2)Cc2ccccc2)CC1,0.2,4,4,3,8,.,-1.4,-1
CCCn1nc(C(=O)Nc2ccc3nc(C)sc3c2)c2ccccc2c1=O,0.0,5,5,7,-12,7,-0.5,-3
O=C(NC1CCCC1)C(c1ccncc1)N(C(=O)c1ccco1)c1ccc(Cl)cc1 (stereo not drawn),0.2,-4,-8,0,10,13,0.4,6
N#Cc1nc(COc2cccc(Cl)c2)oc1NCCN1CCOCC1,0.0,-3,-1,-20,-3,.,1.0,2
N#Cc1cc2c(nc1SCC(=O)Nc1nccs1)CCCCC2,.,-1,2,.,13,6,-2.4,-6
Cn1cnnc1SCC(=O)Nc1ccc(N2CCCCC2)cc1,-0.1,.,6,-34,-35,2,2.0,-3
CC(NC(=O)COC(=O)c1cc(Cl)nc(Cl)c1)c1ccccc1 (stereo not drawn),0.0,-8,9,-2,0,-15,0.4,6
CNC[C@@H]1Oc2ccc(NC(=O)CCCN(C)C)cc2C(=O)N([C@@H](C)CO)C[C@@H]1C,-0.8,-1,-3,-3,10,10,-1.0,3
Fc1ccc(/C=C/c2nnc(-c3cccs3)o2)cc1,0.1,-3,-5,-65,-17,8,1.7,1
CO[C@H](CN(C)S(=O)(=O)c1ccc(F)cc1)[C@@H](C)CN([C@H](C)CO)S(=O)(=O)c1cccc(Cl)c1,0.1,13,7,.,5,-8,-1.0,0
CCc1cccc(OCCN2CCCC2)c1,0.0,-31,50*,39,5,-2,.,0
CC(NC(=O)CCNS(=O)(=O)c1ccc2c(c1)oc(=O)n2C)c1ccccc1 (stereo not drawn),0.1,4,0,3,.,4,0.6,-6
O=C1CC2(CC(c3ccc(Cl)cc3)=NO2)C(=O)N1c1ccccc1 (stereo not drawn),0.0,-3,7,2,-2,-1,0.7,4
COc1ccc(S(=O)(=O)N2CCCCC2)cc1NC(=O)CCNC(=O)c1ccccc1Cl,0.2,-5,2,12,5,1,3.0,-1
COc1ccc(OCC(=O)NNC(=O)c2ccccc2OCc2c(C)noc2C)cc1,0.3,0,15,3,-3,-1,-1.7,8
Cc1nc2ccc(C(=O)O)cc2c2c1CC(CN)O2 (stereo not drawn),0.1,-3,3,35,6,-5,-0.7,3
CCOC(=O)c1c(C)[nH]c(C(=O)N2CCN(C(=O)OCC)CC2)c1C,0.2,-8,-2,13,2,8,-0.8,1
COc1ccc(-c2cc(C(=O)N3CCCCCC3)no2)cc1OC,0.0,0,13,-88,-88,51*,-1.9,0
O=C(O)c1ccc(-c2sc(Nc3ccccc3)n[n+]2-c2ccccc2)cc1,0.0,1,-11,19,-4,-8,-0.1,2
Cc1ccc([C@@H]2CC=C(C(=O)O)[C@H](c3ccc(C(C)(C)C)cc3)N2S(=O)(=O)c2ccc(C)cc2)cc1,0.6,.,?,22,-5,-24,-3.5,-5
Cc1cc(C(=O)N2CCOCC2)ccc1[N+](=O)[O-],0.1,-5,-6,4,-3,26,-2.3,-4
COc1ccc(NC(=O)CCc2nc3ccccc3[nH]2)cc1,0.6,1,?,0,-7,11,0.0,-1
CCCn1c(C(C)Nc2nc(-c3cccc(Br)c3)cs2)nc2ccccc21 (stereo not drawn),0.1,-3,11,0,-1,-10,0.5,-6
CN1CCN(CCCNC(=S)Nc2ccc(F)c(Cl)c2)CC1,.,-3,-3,0,-5,-7,-2.1,2
COc1ccccc1-c1ccc(/C=C2/C=C(CC(C)C)OC2=O)o1,0.1,0,.,-40,.,-1,.,.
C[C@H]1CCCCO[C@H](CN(C)S(=O)(=O)c2ccc(F)cc2)[C@@H](C)CN([C@@H](C)CO)C(=O)c2cc(NS(=O)(=O)c3cccs3)ccc2O1,1.0,8,-4,40,3,-27,-0.7,-3
Cc1ccc(NC(=O)CN(C)Cc2nc3c(Br)cc(Br)cc3c(=O)[nH]2)cc1,0.0,-2,16,6,4,-6,0.5,-3
Cc1ccc(NC(=O)c2oc3ccccc3c2C)c([N+](=O)[O-])c1,0.0,-5,-5,9,-62,0,0.2,3
O=C(NCC1OCCc2ccccc21)c1ccc(NC(=O)c2cccc(Br)c2)cc1 (stereo not drawn),0.1,0,.,10,.,253*,.,.
COc1ccc(CNC(=O)C[C@@H]2CC[C@@H](NC(=O)c3ccc4c(c3)OCO4)[C@@H](CO)O2)cc1,-0.5,-8,9,2,-19,2,1.1,-5
COc1cc2nc(Cl)nc(N3CCCCC3)c2cc1OC,0.1,-1,1,18,12,6,-2.6,-1
CCCN(C)C[C@@H]1Oc2ncc(C#CCC(C)C)cc2C(=O)N([C@H](C)CO)C[C@H]1C,-0.9,-2,3,0,-4,-20,2.4,0
N#Cc1ccccc1NC(=O)COC(=O)COc1ccccc1[N+](=O)[O-],0.2,-9,.,15,8,-10,-0.7,3
CS(=O)(=O)N1CCN(c2c(Cl)cccc2[N+](=O)[O-])CC1,.,.,1,.,-10,4,0.8,-3
O=C(NC1CCCc2c1cnn2-c1ccc(F)cc1F)c1csnn1 (stereo not drawn),0.2,.,3,15,-5,25,-0.2,2
O=C(NCC(O)CO)c1csc(Nc2cccc3ccccc23)n1 (stereo not drawn),0.0,3,-3,26,8,-4,-1.1,4
CO[C@@H]1CN(C)C(=O)c2cc(NC(=O)C3CC3)ccc2OC[C@H](C)N(Cc2nccs2)C[C@@H]1C,0.0,-9,-2,-9,0,12,-0.2,5
CN(CCc1ccccn1)C(=O)CC1C(=O)NCCN1Cc1ccccc1C(F)(F)F (stereo not drawn),0.0,-2,8,-20,-1,2,-3.3,1
O=C(NC(=S)Nc1cccc([N+](=O)[O-])c1)c1ccccc1,0.2,3,2,-29,-31,12,-1.1,-5
Cc1ccc(SCCNCc2ccco2)cc1,0.1,-4,6,-13,-11,-14,-0.4,3
C[C@H]1CN([C@@H](C)CO)C(=O)c2cc(-c3ccncc3)cnc2O[C@H]1CN(C)C(=O)Cc1cccnc1,0.0,-3,-4,-1,-7,17,0.0,.
C[C@@H]1CCCCO[C@@H](CN(C)S(=O)(=O)c2ccc(Cl)cc2)[C@H](C)CN([C@@H](C)CO)C(=O)c2cc(NC(=O)CCCN(C)C)ccc2O1,0.1,9,7,14,-10,10,2.0,-3
CN(C)S(=O)(=O)n1cc(/C=C(\NC(=O)c2ccccc2Cl)C(=O)NCCCN2CCOCC2)c2ccccc21,0.1,-5,12,-15,.,8,3.3,1
Nc1nc(C(F)(F)F)cc(=O)n1N,0.0,5,-4,1,3,10,3.4,-3
CCCNC(=O)NC(=O)CSc1nc(C)cs1,0.0,-6,0,9,-3,21,1.5,-8
CN(Cc1ccccc1)S(=O)(=O)c1ccc(OCC(=O)NCc2ccccn2)cc1,-0.1,0,3,-15,0,-6,-3.5,1
C[C@H](NC(=O)C[C@@H]1C=C[C@@H](NC(=O)Cc2ccccn2)[C@@H](CO)O1)c1ccccc1,0.0,0,-1,.,.,17,-2.2,2
C[C@H](CO)N1C[C@H](C)[C@@H](CN(C)Cc2ccccc2)OCCCC[C@H](C)Oc2ccc(NS(=O)(=O)c3ccccc3)cc2C1=O,-1.0,1,4,-12,5,-3,2.7,-4
Cc1ccc(S(=O)(=O)N(C)C)cc1NC(=O)COC(=O)CCC(=O)c1ccc(F)cc1,0.1,9,-1,-12,6,-2,-0.1,-3
Cc1cccc(C2Nc3cccc4cccc(c34)N2)c1,0.1,5,1,8,15,11,0.0,1
CCOC(=O)N1CCN(C(=O)c2cn(CC)c3ccc(S(=O)(=O)N4CCCCC4)cc3c2=O)CC1,-0.2,-15,2,17,-4,-13,1.3,0
COc1ccc(Nc2ccccc2N)cc1,0.5,23,-1,2,39,.,-2.3,-3
CCCC#Cc1ccc([C@@H]2[C@@H](CO)N3C(=O)CN(C(=O)c4ccc(F)cc4)C[C@@H]23)cc1,0.0,.,-2,.,6,3,-2.2,9
COc1c(Cl)cc(C(=O)O)cc1Cl,.,-8,-4,.,-7,.,1.6,-2
COC(=O)c1c(NC(=O)c2cccc([N+](=O)[O-])c2)sc(C(N)=O)c1C,0.1,6,.,5,13,9,2.2,3

# Given with each value named: part of the list above.
COc1ccc(NC(=O)CCc2nc3ccccc3[nH]2)cc1
  XiGFP reactiv: 0.6 | ARNT TACC3 PPI: 1 | DENV2 CPE: ? | PAX8 inh HTS: 0 | EWS-Fli block: -7 | GSIS activator: 11 | CFTR F508del cor: 0.0 | ERp5 inh: -1
CCCn1c(C(C)Nc2nc(-c3cccc(Br)c3)cs2)nc2ccccc21 (stereo not drawn)
  XiGFP reactiv: 0.1 | ARNT TACC3 PPI: -3 | DENV2 CPE: 11 | PAX8 inh HTS: 0 | EWS-Fli block: -1 | GSIS activator: -10 | CFTR F508del cor: 0.5 | ERp5 inh: -6
CN1CCN(CCCNC(=S)Nc2ccc(F)c(Cl)c2)CC1
  XiGFP reactiv: . | ARNT TACC3 PPI: -3 | DENV2 CPE: -3 | PAX8 inh HTS: 0 | EWS-Fli block: -5 | GSIS activator: -7 | CFTR F508del cor: -2.1 | ERp5 inh: 2
COc1ccccc1-c1ccc(/C=C2/C=C(CC(C)C)OC2=O)o1
  XiGFP reactiv: 0.1 | ARNT TACC3 PPI: 0 | DENV2 CPE: . | PAX8 inh HTS: -40 | EWS-Fli block: . | GSIS activator: -1 | CFTR F508del cor: . | ERp5 inh: .

# Next part.
SMILES,XiGFP reactiv,ARNT TACC3 PPI,DENV2 CPE,PAX8 inh HTS,EWS-Fli block,GSIS activator,CFTR F508del cor,ERp5 inh
CCCc1c(OCCCOc2ccc(OCC(=O)O)cc2)ccc(C(C)=O)c1O,0.1,-18,1,-6,9,.,-2.6,3
Cn1c(=O)c2c(nc(CN3CCN(CCO)CC3)n2Cc2ccccc2Cl)n(C)c1=O,-0.2,3,3,.,-6,.,-0.5,1
COc1cc(/C=N/Nc2nc3ccccc3s2)ccc1OC(=O)c1ccccc1F,1.1,-5,-8,-51,1,22,.,7
Cc1nnc(NC(=O)CSc2nnc(CNC(=O)c3ccccc3)o2)s1,0.2,14,-1,-3,0,-8,-1.1,1

# Compound activity: PubChem, Broad Institute
